# Source: PubChem
# PDI turbidity = inhibitors of human PDI, primary screen, biochemical, turbidity, single point, plate reader; Protein disulfide-isomerase (Homo sapiens), P07237; inhibition, % at 10 µM; PDI insulin aggregation turbidity, A650, 90 min; actives 0.052% (n = 350,000); AID 588391, 2011;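 active means mean inhibition across replicates of 30% or more, whatever share of single replicates reach that level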;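 further: absorbance from insulin aggregation driven by PDI reduction with DTT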
# Target sequence (P07237 whole entry, looked up): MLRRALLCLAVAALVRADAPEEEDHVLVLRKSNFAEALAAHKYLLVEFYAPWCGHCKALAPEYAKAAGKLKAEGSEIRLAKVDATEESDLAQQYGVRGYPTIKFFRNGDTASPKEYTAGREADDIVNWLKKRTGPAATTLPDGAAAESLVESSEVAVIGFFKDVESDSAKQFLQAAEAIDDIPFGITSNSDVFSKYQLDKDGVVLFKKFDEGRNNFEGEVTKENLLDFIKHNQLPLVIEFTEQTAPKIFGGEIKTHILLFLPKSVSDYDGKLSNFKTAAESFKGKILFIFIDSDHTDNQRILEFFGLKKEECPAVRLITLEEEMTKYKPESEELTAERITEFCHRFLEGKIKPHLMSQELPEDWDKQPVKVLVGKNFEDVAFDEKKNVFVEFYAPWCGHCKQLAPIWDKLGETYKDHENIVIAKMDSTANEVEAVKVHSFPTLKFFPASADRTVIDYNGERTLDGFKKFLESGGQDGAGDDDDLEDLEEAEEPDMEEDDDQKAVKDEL
# CaV13 ICDI inh = Disruptors of the CACNA1D IQ motif to Ca2+-dependent inactivation inhibitor domain association, primary screening, Förster resonance energy transfer in intact living …; actives 0.098% (n = 340,000); HEK cells, CFP/YFP FRET ICDI-IQ, plate reader, 10 min; percent FRET-ratio fall versus neutral wells; inhibition, % at 12.3 µM;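 active means mean replicate inhibition of at least 30% and at least 1% of replicates passing that level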;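 further: 0% = median of the neutral control wells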
# NR2E3 ag-1 = inhibitors of NR2E3-RetCOR corepressor binding, primary screen, NR2E3 agonist project, biochemical, TR-FRET, GST-NR2E3, biotin-RetCOR; Photoreceptor-specific nuclear receptor (Homo sapiens), Q9Y5X4; 1536-well; inhibition of corepressor binding, % at 4.78 µM; actives 0.12% (n = 320,000); AID 2300, 2010;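 active means percent inhibition above the cutoff of mean plus 3 SD of all tested compounds, set per screening campaign, cut at about 20% in these data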;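 further: 0% = DMSO wells and 100% = biotin wells as full block of FRET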
# Target sequence (Q9Y5X4 whole entry, looked up): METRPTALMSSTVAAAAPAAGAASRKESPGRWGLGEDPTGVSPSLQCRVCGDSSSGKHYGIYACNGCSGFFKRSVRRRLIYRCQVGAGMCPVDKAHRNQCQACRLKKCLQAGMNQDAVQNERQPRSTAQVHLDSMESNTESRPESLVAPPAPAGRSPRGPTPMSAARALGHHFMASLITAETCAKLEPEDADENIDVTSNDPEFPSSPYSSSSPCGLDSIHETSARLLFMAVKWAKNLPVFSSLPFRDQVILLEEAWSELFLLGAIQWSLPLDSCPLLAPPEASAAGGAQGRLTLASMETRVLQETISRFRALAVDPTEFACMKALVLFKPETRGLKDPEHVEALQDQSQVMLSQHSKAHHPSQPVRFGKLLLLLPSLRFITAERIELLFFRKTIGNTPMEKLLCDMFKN
#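 System: GST-tagged NR2E3 plus biotinylated RetCOR corepressor; Amount: 1.35 nM GST-tagged NR2E3 final; Dosing: single nominal compound dose of 4.8 µM; Schedule: 5 h incubation at 4 °C; Technique: TR-FRET with europium anti-GST and streptavidin-D2, 340 nm excitation; Controls: biotin wells as high control, 0.6% DMSO wells as low control.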
# Peg3 promoter = Peg3 promoter-driven luciferase inhibitors, primary screen, cell-based, HeLa, luciferase luminescence | actives 1.7% (n = 360,000) | HeLa PEG-Prom luciferase reporter, overnight | inhibition, % at 20 µM;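 active means inhibition of at least 50% at 20 µM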
# HIF-2a inh = HIF-2a reporter inhibitors, primary screen, luminescence, 786-0 RCC cells. 786-0 RCC cells HIF-2a reporter, luciferase luminescence, overnight. inhibition, % at 18.8 µM. actives 0.72% (n = 360,000);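 active means inhibition of the luminescence signal of 40% or more relative to plate controls, in a single-dose primary screen at 18.75 µM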
# Vif inh = HIV Vif self-association inhibitors, primary screen, imaging, HEK293T, single point; HEK293T cells, Vif self-association by quenched fluorescence, 24 h; inhibition, % at 7.49 µM; actives 0.35% (n = 340,000); AID 602346, 2012; in the data active means inhibition above about 50%, passing the limit was not always enough; further: some results filed as inactive read as strong as hits
# hiPSC survival = enhancers of single-cell hiPSC survival, primary screen, ATPlite luminescence; 100% = ROCK inhibitor wells, 0% = DMSO; survival enhancement, % at 20 µM; actives 0.044% (n = 360,000); AID 602274, 2012; in the data active means survival enhancement above about 18%;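 further: cells exposed to compounds for 16 hours before the ATP read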
# MITF TRPM1 inh = inhibitors of MITF-dependent TRPM1 promoter reporter, primary screen, cell-based, SK-MEL-5, single point, luciferase. SK-MEL-5 TRPM1 promoter luciferase, 24 h. inhibition, % at 12.5 µM. actives 0.83% (n = 330,000). AID 488899, 2010;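 active means mean inhibition across replicates of 60% or more, whatever share of single replicates reaches that level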; further: values of inactives mirror those of a sister screen read the other way
# Exocytosis inh = LAMP-1 surface exposure blockers, TALL-104 cells – cell-based, flow cytometry, MLPCN library, primary screen. TALL-104 LAMP-1 surface exposure; cells stimulated with thapsigargin and PMA. inhibition, % at 10 µM. actives 0.66% (n = 360,000);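 active means inhibition above about 55%, limit read from the data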
# aDG glyco up = activators of alpha-DG glycosylation, primary screen, uHTS, Pro5-aDG cells, AlphaScreen | alpha-DG glycosylation AlphaScreen (IIH6); 0% Pro5, 100% B10-LARGE cell signal | activation, % at 10 µM | actives 0.22% (n = 360,000) | AID 624168, 2012;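 active means activation of at least 8% versus controls, or a plate z-score of at least 8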;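 further: Pro5 are CHO cells carrying HIG-tagged alpha-DG that lacks glycosylation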
# NR2E3 ag-2 = NR2E3 agonists in two-hybrid cells, primary screen, cell-based, luminescence, CHO-S, Gal4-NCOR/VP16-NR2E3 | Photoreceptor-specific nuclear receptor (Homo sapiens), Q9Y5X4 | luciferase | inhibition of corepressor binding, % at 3.98 µM | actives 0.35% (n = 360,000) | AID 602229, 2012;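 active means inhibition above the mean of all tested compounds plus 3 SD, cut at about 70% in these data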;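 further: 0% = DMSO with NR2E3 transfected cells and 100% = cells lacking NR2E3 construct; higher means lower luciferase signal from less NR2E3 corepressor binding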
# * = called active by the depositor; . = no result given.
SMILES,PDI turbidity,CaV13 ICDI inh,NR2E3 ag-1,Peg3 promoter,HIF-2a inh,Vif inh,hiPSC survival,MITF TRPM1 inh,Exocytosis inh,aDG glyco up,NR2E3 ag-2
OC(c1ccccc1)c1ncc(-c2ccc(Cl)cc2)[nH]1 (stereo unspecified),0,-10,.,-225,-238,-4,-0.2,.,-4,-0.5,-78
CC(C)(C)NC(=S)NC(C)(C)C,-3,-17,.,15,11,-15,-0.7,5,0,0.0,-16
CC1=Nn2c(nnc2-c2cc(C)[nH]n2)SC1,-5,-1,2,16,12,-15,-2.5,6,0,1.4,0
COC(=O)c1[nH]c2cc(C)ccc2c1NC(=O)CN1CCCc2ccccc21,-2,-5,5,-81,-102,16,0.6,-9,-5,0.2,-44
CCOC(=O)C1(C(=O)OCC)NC(=O)CC1C(C)C (stereo unspecified),-6,-17,.,12,16,-1,-1.7,-7,27,0.1,-21
COc1ccccc1Nc1nnc(SCC(=O)N2CCCC2)s1,0,-7,-3,-63,-107,-7,-1.6,-24,-2,-0.2,-36
CSc1cccc(NC(=S)NC(=O)c2cccnc2)c1,1,-21,.,-1,-67,8,1.1,9,-3,0.0,-26
Cc1ccc(C(=O)Nc2ccc3c(c2)OCCO3)cc1S(=O)(=O)N1CCOCC1,10,-9,.,-162,-167,17,2.0,-49,-8,-0.2,-71
COC(=O)CSc1nnc(CNC(=O)c2ccc(S(=O)(=O)N3CCOCC3)cc2)n1C,-7,-4,-3,9,21,1,-1.4,6,-2,0.0,23
COc1ccc(NC(=O)CSc2nc3[nH]ncc3c(=O)[nH]2)c(OC)c1,14,-5,-3,4,5,14,1.5,4,-2,0.2,9
COC(=O)C1=C(C)Nc2nnnn2C1c1cccs1 (stereo unspecified),-4,.,1,7,-13,-2,-0.4,12,0,0.4,-13
Cc1ccc(C(C)C)c(OCC(=O)NNC2=CC(=O)CC(C)(C)C2)c1,10,-4,4,4,-11,-2,-0.6,7,-11,0.0,-35
COc1ccc(C)cc1S(=O)(=O)N1CCC(C(=O)NCCc2ccccc2)CC1,0,-5,0,-15,-24,4,0.1,0,-2,-0.1,-19
Cc1cccc(-n2ccnc2CN2CCN(C3CCCC3)C(CCO)C2)c1 (stereo unspecified),-9,-1,2,8,10,-1,0.0,-6,2,0.0,-39
Cc1ccc(NC(=O)CNc2ccccc2N2CCCC2=O)cc1S(=O)(=O)N1CCCCC1,3,-6,4,14,22,-12,1.9,-3,-3,0.2,4
COC(=O)c1cc(NC(=O)COC(=O)CN2C(=O)C3CC=CCC3C2=O)cc(C(=O)OC)c1 (stereo unspecified),1,-7,.,11,6,3,0.8,-4,0,-0.1,-28
CN=C1N(C)C[C@@H]2[C@@H]3C(=O)N(C)C(=O)[C@@H]3[C@](Cc3ccccc3)(C(=O)OC)N12,-5,.,.,-4,9,6,-0.2,3,-3,0.2,7
Cn1nc(C(=O)NC2CCCN(Cc3ccccc3F)C2)c2ccccc2c1=O (stereo unspecified),-2,-6,0,26,16,-10,-0.2,-5,0,0.1,-12
Cc1ccc(-c2nc3ccccc3c(=O)n2NC(=O)COc2ccccc2)cc1,-8,-15,-1,4,6,-10,1.5,5,-1,0.8,-17
CCCC1Cc2c(sc(N)c2C#N)CO1 (stereo unspecified),3,3,-2,-9,1,38,-0.4,0,1,-0.2,-2
CC(=O)C1=C(O)C(=O)N(c2ccc(S(N)(=O)=O)cc2)C1c1cccc([N+](=O)[O-])c1 (stereo unspecified),0,-7,-6,14,3,0,-0.8,16,-9,0.1,-17
CC(=O)N1CCN(C(=O)c2ccccc2NS(=O)(=O)c2ccc(F)cc2)CC1,0,-6,-1,10,7,-2,-0.5,-3,4,0.0,-12
O=C(c1cccnc1)N1CCN(c2ccc([N+](=O)[O-])cc2Cl)CC1,5,-5,2,0,13,-2,-2.7,10,-3,0.5,-38
CCc1nc2c(oc3ccccc32)c(=O)[nH]1,6,.,2,-51,-88,2,-0.5,-21,1,0.2,-50
O=c1cc(-c2ccc(O)cc2)oc2c1ccc1ccccc12,-10,-7,-2,-17,-79,-1,0.0,-41,2,-0.3,12

# Limited to aDG glyco up (4 entries from above):
canonical_smiles,aDG glyco up
Cc1ccc(NC(=O)CNc2ccccc2N2CCCC2=O)cc1S(=O)(=O)N1CCCCC1,0.2
COC(=O)c1cc(NC(=O)COC(=O)CN2C(=O)C3CC=CCC3C2=O)cc(C(=O)OC)c1 (stereo unspecified),-0.1
CN=C1N(C)C[C@@H]2[C@@H]3C(=O)N(C)C(=O)[C@@H]3[C@](Cc3ccccc3)(C(=O)OC)N12,0.2
Cn1nc(C(=O)NC2CCCN(Cc3ccccc3F)C2)c2ccccc2c1=O (stereo unspecified),0.1

# Next part:
SMILES,PDI turbidity,CaV13 ICDI inh,NR2E3 ag-1,Peg3 promoter,HIF-2a inh,Vif inh,hiPSC survival,MITF TRPM1 inh,Exocytosis inh,aDG glyco up,NR2E3 ag-2
O=C(CSc1ncccn1)N1CCCC1,-6,-5,-5,-1,1,3,0.6,-9,1,-0.1,-23
COc1ccc(C2C=C(C)Nc3nc4ccccc4n32)cc1 (stereo unspecified),3,-8,3,-123,-167,1,0.9,-18,-6,-0.2,-86
CC(C(=O)Nc1ccc(C#N)cc1)N(C)CC(=O)N(C)c1c(N)n(Cc2ccccc2)c(=O)[nH]c1=O (stereo unspecified),-25,-6,.,6,11,4,2.3,5,-1,0.2,-6
COc1ccc(-c2nc(N)n(C(=O)Cc3ccccc3)n2)cc1,10,-4,1,-12,-4,-14,0.2,-2,-3,-0.4,-38
CC[n+]1ccc(/C=C/c2c[nH]c3ccccc23)cc1,-2,-31,0,21,16,.,-0.6,25,10,0.0,4
O=C(c1c(Cl)cccc1Cl)N1CCCCCC1,-11,-5,2,5,14,9,1.6,7,2,-0.1,2
CC1(C)CC(=O)C=C(NC2CCCCCC2)C1,10,-5,2,16,3,-7,2.2,0,3,-0.3,-9
CCN1C(=O)[C@H]2[C@@H](c3ccccc3)N3C(=O)N(c4cccc(F)c4)C(=O)[C@@]3(CC(C)C)[C@H]2C1=O,-8,.,1,-7,5,-1,-0.6,7,7,-0.1,2
N#Cc1ccsc1NC(=O)C1CCN(C(=O)c2ccc(Cl)cc2)CC1,7,-6,1,-11,12,-6,-0.4,16,-2,0.3,-46
Cc1ccc(NC(=O)COC(=O)CNC(=O)c2cccs2)cc1S(=O)(=O)N1CCOCC1,5,-5,.,0,17,29,6.8,-7,-4,0.3,-5
CN(C(=O)c1ccco1)c1nnc(C23CC4CC(CC(C4)C2)C3)s1,.,-4,0,-361,-292,4,-0.5,.,3,-0.3,-152
CN(C)CCNc1ccc(CO)c2oc3ccc(O)cc3c(=O)c12,13,-7,.,97*,41*,1,-3.9,19,6,-0.2,-11
O=C(/C=C/c1cccc([N+](=O)[O-])c1)NCc1ccco1,2,-5,-2,-17,-16,0,-4.1,-15,0,0.0,5
Cc1ccc(NCC(=O)N/N=C/c2cc3ccccc3nc2Cl)cc1,6,-6,1,-91,-160,4,-0.3,-7,1,-0.1,-64
Cc1noc(C)c1COc1ccccc1C(=O)N1CCN(S(=O)(=O)c2ccc(F)c(F)c2)CC1,12,-3,.,20,25,21,0.1,-18,4,-0.1,8
CCc1cc2cc(C)ccc2nc1SCC(=O)NNC(=O)c1ccco1,6,-3,2,13,6,0,0.0,.,-6,0.1,-10
CC(OC(=O)CCCN=C1NS(=O)(=O)c2ccccc21)C(=O)Nc1ccccc1[N+](=O)[O-] (stereo unspecified),-1,-4,-2,3,6,14,-0.2,0,-2,-0.1,-15
COc1ccc(C(=O)Nc2cccc3c2CCCC3)cc1OC,1,-20,7,1,16,-5,3.3,-1,-5,0.0,-16
C[C@H](CO)N1C[C@H](C)[C@@H](CN(C)S(=O)(=O)c2cccc(F)c2)Oc2ncc(Br)cc2C1=O,4,-6,.,9,-2,5,1.5,.,4,0.0,-7
CC(=O)N/N=C/c1cc(C(C)(C)C)cc(/C=N/NC(C)=O)c1O,-4,-9,-3,14,15,-7,0.3,22,8,0.9,-1
COc1cc2c(cc1OC)CC(C(=O)NCc1ccccc1)NC2 (stereo unspecified),1,-16,-1,0,18,0,0.1,-5,0,0.1,-25
CC(C)c1nnc(NC(=O)CCC(=O)NCc2cccs2)s1,-11,-8,6,18,23,-5,0.2,-2,2,1.0,0
CCC(C)NS(=O)(=O)c1ccc(S(=O)(=O)N(CC(=O)Nc2ccccc2)Cc2ccco2)cc1 (stereo unspecified),-5,-7,4,25,7,-12,-1.5,5,-1,0.1,-14
COc1ccc(-c2cc(C(=O)N3CCN(S(=O)(=O)c4ccccc4)CC3)[nH]n2)cc1,.,-2,0,3,-40,9,1.4,-6,-5,0.2,-2

# A draw from above in order of length of the SMILES, descending:
SMILES,PDI turbidity,CaV13 ICDI inh,NR2E3 ag-1,Peg3 promoter,HIF-2a inh,Vif inh,hiPSC survival,MITF TRPM1 inh,Exocytosis inh,aDG glyco up,NR2E3 ag-2
C[C@H](CO)N1C[C@H](C)[C@@H](CN(C)S(=O)(=O)c2cccc(F)c2)Oc2ncc(Br)cc2C1=O,4,-6,.,9,-2,5,1.5,.,4,0.0,-7
COc1ccc(C(=O)Nc2cccc3c2CCCC3)cc1OC,1,-20,7,1,16,-5,3.3,-1,-5,0.0,-16
O=C(c1c(Cl)cccc1Cl)N1CCCCCC1,-11,-5,2,5,14,9,1.6,7,2,-0.1,2

# No enrichment for hits. About 3.5% of those tested had a hit in this group.
